# JMJD2C inh: inhibitors of human GASC-1 (JMJD2C) demethylase | GST-JMJD2C(1-420) H3K9me3 demethylation, DELFIA europium | inhibition, % at 2.35 µM | Q9H3R0 | 330,000 compounds, 0.069% hits;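 active means more than half of a compound's replicate wells show inhibition beyond 50%, single wells judged on their own value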;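 further: signal counts dimethyl H3K9 product captured on neutravidin plate; 0% = median of DMSO wells and 100% = 0.3 times that DMSO median; strong numbers were not always called active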
# Target sequence (Q9H3R0 1-420 limits assumed): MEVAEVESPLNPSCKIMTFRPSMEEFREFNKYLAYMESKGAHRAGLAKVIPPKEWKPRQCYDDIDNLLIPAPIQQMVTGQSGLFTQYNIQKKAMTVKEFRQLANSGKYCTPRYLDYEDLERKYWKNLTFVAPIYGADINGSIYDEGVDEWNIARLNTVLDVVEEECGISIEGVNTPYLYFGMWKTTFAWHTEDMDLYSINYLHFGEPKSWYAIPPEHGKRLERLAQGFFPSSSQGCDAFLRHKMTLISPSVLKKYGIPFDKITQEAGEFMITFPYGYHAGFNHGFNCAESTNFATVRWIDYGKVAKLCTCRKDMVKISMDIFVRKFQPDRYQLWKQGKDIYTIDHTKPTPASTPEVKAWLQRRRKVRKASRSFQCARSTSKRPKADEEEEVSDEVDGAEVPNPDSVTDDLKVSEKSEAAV
# Fh CTSL1 inh: cathepsin L1 inhibition, PFM18AAP counter-screen | recombinant F. hepatica cathepsin L1, Z-Leu-Arg-MCA fluorescence | inhibition, % at 5.96 µM | 300,000 compounds, 0.49% hits | AID 1906;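 active means inhibition above the mean of all tested compounds plus 3 SD, set per screening campaign, cut at about 17% in these data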;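 further: 0% = plate median of test compound wells and 100% = 1 µM Z-Phe-Ala-diazomethylketone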
# HCV core dimer: HCV core protein dimerization inhibition; TR-FRET GST/Flag-core106 dimerization, 1536-well; inhibition, % at 5 µM; 300,000 compounds, 0.33% hits;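 active means inhibition above the mean of all tested compounds plus 3 SD, set per screening campaign, cut at about 45% in these data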
#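 Test system: GST/Flag-tagged HCV core106 proteins; Medium: KF-containing HEPES buffer, pH 7.45, DTT, CHAPS, BSA; Times: compound-protein-antibody incubation 4 h at 22.5 °C; Detection: TR-FRET 671 and 617 nm emission; Benchmarks: wells lacking GST-core106 and wells with excess unlabelled core106.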
# PP1 counter: blocks human PP1-alpha phosphatase, a PP5 counter-screen; P62136; purified PP1alpha, OMFP fluorescence; inhibition, % at 6.7 µM; 320,000 compounds, 0.9% hits; AID 2235;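 active means inhibition above the mean inhibition of all tested compounds plus 3 SD, computed separately for each screening campaign, cut at about 15% in these data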
# procasp3 activ: activators of human procaspase-3. P42574. recombinant procaspase-3 D3A, Ac-DEVD-pNA absorbance 405 nm. 330,000 compounds, 0.11% hits. AID 463141. activation, % at 8.5 µM;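 active means activation above the mean of all tested compounds plus 3 SD, cut at about 21% in these data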;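 further: 0% = DMSO alone and 100% = DMSO wells spiked with extra 5 µM PC-3 D3A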
# Target sequence (P42574 whole entry D9A/D28A/D175A): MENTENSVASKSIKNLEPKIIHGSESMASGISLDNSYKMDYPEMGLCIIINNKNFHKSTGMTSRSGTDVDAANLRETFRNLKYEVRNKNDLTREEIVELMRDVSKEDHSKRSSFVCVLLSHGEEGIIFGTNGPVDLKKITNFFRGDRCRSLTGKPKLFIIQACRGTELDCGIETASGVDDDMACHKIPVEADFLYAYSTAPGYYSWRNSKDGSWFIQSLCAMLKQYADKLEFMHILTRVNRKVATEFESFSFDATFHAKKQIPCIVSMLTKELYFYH
#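 material = Procaspase-3 D3A mutant | probe or stimulus = Ac-DEVD-pNA | compound = single dose, 8.5 µM nominal compound, 0.8% DMSO | timing = 1 h preincubation, 2 h reaction | measured by = 405 nm absorbance of p-nitroaniline, reads at 0 and 120 min | benchmarks = DMSO-only low control, 5 µM PC-3 D3A high control | repeats = singlicate, each compound tested once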
# GRK2 inh: human GRK2 inhibition via aptamer displacement; P25098; bead flow cytometry, FAM-aptamer displacement from GRK2; inhibition of aptamer binding, % at 10 µM; 330,000 compounds, 0.59% hits;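 active means inhibition of aptamer binding above 40%, roughly 3 SD of noise, on plates passing a quality check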;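 further: median bead fluorescence of bound FAM aptamer so fluorescent compounds give negative values; no value below 0 was filed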
# VLA-4 inh: inhibition in a human VLA-4 binding assay | P13612 | 330,000 compounds, 0.2% hits | AID 2557 | inhibition, % (about 7 µM as worked out from the volumes in the protocol) | VLA-4 expressing cells, ligand binding flow cytometry; in the data active means inhibition above about 50%
# proCasp7 act: activates human procaspase-7, counter-screen for procaspase-3 activators; P55210; recombinant procaspase-7, Ac-DEVD-pNA absorbance 405 nm; D23A/D198A/D206A triple mutant, cannot self-cleave; scale: DMSO 0, 5 µM enzyme 100; activation, % at 8.5 µM; 330,000 compounds, 0.093% hits; AID 463210;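 active means percent activation above the screen-wide mean plus 3 SD, cut at about 25% in these data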
# Target sequence (P55210 whole entry D23A/D198A/D206A): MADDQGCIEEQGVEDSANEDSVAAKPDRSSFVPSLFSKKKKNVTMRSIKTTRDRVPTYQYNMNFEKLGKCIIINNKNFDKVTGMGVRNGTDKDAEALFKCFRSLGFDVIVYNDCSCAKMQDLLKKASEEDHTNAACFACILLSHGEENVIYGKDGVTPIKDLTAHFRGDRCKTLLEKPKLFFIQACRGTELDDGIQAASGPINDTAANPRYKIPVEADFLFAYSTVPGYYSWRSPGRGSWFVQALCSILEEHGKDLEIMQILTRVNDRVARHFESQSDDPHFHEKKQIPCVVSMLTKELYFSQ
#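 Assay system: Uncleavable procaspase-7 mutant enzyme | Input: 2 µM procaspase-7 mutant as dispensed | Timing: 1 h compound preincubation, 2 h substrate cleavage, 25 °C | Repeats: One well per compound | Control set: DMSO wells as 0%, DMSO with 5 µM added PC-7 as 100% | Technique: Epi-absorbance of released pNA at 405 nm, two timepoints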
# PP5 inh: inhibitors of human protein phosphatase 5 (PP5). inhibition, % at 6.7 µM. P53041. 320,000 compounds, 0.18% hits. purified PP5c, OMFP substrate fluorescence;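 active means inhibition above the campaign's mean inhibition across all tested compounds plus 3 SD, cut at about 9.5% in these data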;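 further: 0% = DMSO only and 100% = 100 µM cantharidin control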
# Active calls of the source: *; · = no result given. Not a hit list, and some 2.6% of all compounds hit somewhere here.
# Below each compound – JMJD2C inh	Fh CTSL1 inh	HCV core dimer	PP1 counter	procasp3 activ	GRK2 inh	VLA-4 inh	proCasp7 act	PP5 inh
> COc1ccc(CNC(=O)CSc2nnc3c(n2)[nH]c2ccc(OC)cc23)cc1
→ -8.2	2.6	8.8	2.0	6.7	1.0	-1.0	4.9	0.5
> CNc1nc(Nc2ccc(C)c(Cl)c2)c2cnn(C)c2n1
→ 1.6	-2.3	-0.9	0.9	-6.3	1.0	1.4	8.4	6.2
> O=C(Nc1nc2c(s1)CCCC2)c1cccc(S(=O)(=O)N2CCCc3ccccc32)c1
→ -20.3	-0.3	11.8	12.4	0.2	0.0	12.0	-1.5	-1.2
> S=c1[nH]nc(COc2ccc(Cl)cc2)n1-c1ccc(Cl)cc1
→ 15.6	15.4	7.4	-0.3	-9.2	3.0	10.2	-2.8	-0.3
> Cc1cc(-c2ccc(S(=O)(=O)NCc3ccc(F)cc3)cc2)on1
→ -1.0	-2.2	0.8	-4.7	6.2	2.0	0.3	11.4	-2.2
> O=C1NC(=O)/C(=C\c2ccccc2OCc2ccccc2)S1
→ 1.1	11.0	15.6	1.4	-2.8	3.0	-1.6	2.3	1.7
> CC(C)NC(=S)N/N=C/c1sc(N2CCCCC2)nc1-c1cccs1
→ -1.8	-3.8	3.9	4.2	-8.6	0.0	-58.6	-5.2	2.9
> COc1cc2c(cc1OC)C(C(=O)NCC1COc3ccccc3O1)C(c1cccnc1)N(C)C2=O (stereo not given)
→ -2.4	3.9	-1.7	-3.1	-0.1	2.0	5.1	-1.6	4.8
> Cc1cccc(C)c1NC(=O)COC(=O)c1ccc([N+](=O)[O-])o1
→ -0.8	-1.3	-2.4	-2.3	8.1	3.0	34.4	2.0	0.8
> CCOc1ccc(NC(=S)N2CCCN(Cc3cc(C)ccc3C)C2)cc1
→ -1.1	-2.3	3.6	4.2	5.8	2.0	16.9	1.2	0.6
> Cc1nc(N/N=C/c2ccc(O)cc2)c2cnn(-c3ccccc3)c2n1
→ -5.1	0.8	4.1	-0.4	6.3	1.0	17.3	-0.3	3.5
> Cc1cccc(OCC(=O)N2CCC3(CC2)CC(=O)c2ccccc2O3)c1
→ -12.4	2.4	3.6	-4.8	1.9	4.0	11.6	5.9	-0.6
> CCN(CC)S(=O)(=O)c1cc(C(=O)Nc2ccncc2)ccc1Cl
→ -1.5	-1.9	0.3	-1.1	0.3	2.0	-6.3	5.9	2.7
> Cc1cc(=O)n2nc(N3CCC(C(=O)Nc4c(F)c(F)c(F)c(F)c4F)CC3)sc2n1
→ 1.6	1.0	-3.6	2.7	-3.3	0.0	-2.5	6.9	0.1
> COCC(C)n1c(C)cc(C(=O)CSc2ncccn2)c1C (stereo not given)
→ 7.3	-2.0	-2.3	-4.8	-13.5	2.0	2.7	-1.2	0.6
> O=S(=O)(N/N=C\c1ccc(-c2ccccc2Cl)o1)c1ccccc1
→ -0.2	2.4	1.8	1.5	-13.6	0.0	-33.0	-18.1	1.7
> Cc1cc(=O)[nH]c(N/N=C/C(C)c2ccccc2)n1 (stereo not given)
→ 9.3	-1.6	3.9	0.4	5.5	3.0	-2.5	1.0	-2.6
> [O-]/C(=C(\C(=S)Nc1ccc(SC(F)F)cc1)[n+]1ccccc1)c1ccc(Cl)cc1Cl
→ 10.2	1.9	11.6	0.8	-8.9	0.0	9.7	-8.0	-0.9
> O=C(NC(=S)Nc1ccc(CN2CCOCC2)cc1)c1ccc(-c2ccc(Cl)cc2)o1
→ -4.0	2.2	1.2	-7.7	4.4	0.0	4.3	2.4	0.8
> CC(=O)c1cc(Cl)ccc1OCC(=O)Nc1cccc(S(=O)(=O)N2CCCC2)c1
→ ·	·	·	0.1	2.4	1.0	-9.7	2.8	1.4
> CCOc1ccc(NC(=O)CN2CCN(CC(=O)Nc3ccc4c(c3)OCCO4)CC2)cc1
→ 5.7	0.7	1.3	-3.2	6.4	0.0	27.7	3.4	2.3
> COc1ccccc1OCC(=O)Nc1cc(NC(=O)COc2ccccc2OC)cc(C(=O)O)c1
→ 4.9	0.3	15.2	-1.0	-0.1	1.0	5.3	5.6	-1.1
> CCOc1ccc2oc(C(=O)NC(C)(C)CC)c(C)c2c1
→ 26.2	1.5	3.3	-0.3	-2.2	26.0	0.0	10.6	-1.1
> O=C(O)c1ccc(Cl)c(S(=O)(=O)NCc2ccco2)c1
→ 3.1	-1.7	-1.1	-0.8	7.4	0.0	0.4	17.1	-0.1
> COc1ccc(-c2sc3cc4c(cc3c2-c2ccc(OCCN3CCOCC3)cc2)OCO4)cc1
→ -1.4	·	·	·	2.9	0.0	26.1	19.1	·
> COc1cc2c(cc1OC)CN(CCC(=O)c1ccc(Br)cc1)CC2
→ -16.2	4.1	2.9	-6.9	4.2	2.0	2.2	-10.6	-1.4
> O=C(c1ccccn1)N1CCCC(N2CCN(c3cccc(C(F)(F)F)c3)CC2)C1 (stereo not given)
→ 6.9	1.5	4.0	-0.7	2.2	2.0	4.5	-5.7	0.4
> CC(C)Cn1c(N)c(C(=O)COC(=O)c2cc(C3CC3)nc3ccccc23)c(=O)n(C)c1=O
→ -5.9	-0.2	3.0	5.4	-5.4	0.0	22.5	5.1	4.5
> O=C(N/N=C/c1ccc(Br)s1)c1ccccc1[N+](=O)[O-]
→ 21.8	4.2	-11.9	3.9	0.7	0.0	-4.6	3.6	3.2
> Cc1cc(=S)[nH]c2ccccc12
→ 5.5	3.7	3.3	2.7	-16.6	0.0	6.7	-38.4	3.1

# 2 records picked at random from those above:
# Below each compound – JMJD2C inh	Fh CTSL1 inh	HCV core dimer	PP1 counter	procasp3 activ	GRK2 inh	VLA-4 inh	proCasp7 act	PP5 inh
> O=C(Nc1nc2c(s1)CCCC2)c1cccc(S(=O)(=O)N2CCCc3ccccc32)c1
→ -20.3	-0.3	11.8	12.4	0.2	0.0	12.0	-1.5	-1.2
> O=C(N/N=C/c1ccc(Br)s1)c1ccccc1[N+](=O)[O-]
→ 21.8	4.2	-11.9	3.9	0.7	0.0	-4.6	3.6	3.2

# Continuation:
# Below each compound – JMJD2C inh	Fh CTSL1 inh	HCV core dimer	PP1 counter	procasp3 activ	GRK2 inh	VLA-4 inh	proCasp7 act	PP5 inh
> CC(C)(C)c1cc[n+](-c2[nH]c(=O)sc2/C=N/N=C(\[O-])c2ccccc2)cc1
→ -19.5	5.7	-10.2	-2.8	-0.1	1.0	-2.6	0.1	-0.1
> Cc1ccc(Sc2cnc3ccccc3n2)cc1
→ 4.2	0.9	16.6	-0.9	1.7	3.0	-16.3	-2.2	0.4
> Cc1onc(-c2ccccc2)c1C(=O)Nc1nnc(N2CCCCCC2)s1
→ 5.3	-0.1	8.4	4.0	12.0	1.0	-53.8	12.4	0.1
> CC(C)CC(C(=O)O)N1C(=O)[C@@H]2[C@H](C1=O)[C@@H]1C[C@H]2C(Br)C1Br (stereo not given in full)
→ -3.6	7.6	-10.7	-1.5	-4.0	0.0	-5.6	5.3	-1.9
> CSc1ncc(Cl)c(C(=O)Nc2ccccc2[N+](=O)[O-])n1
→ 3.0	-0.6	11.0	-3.8	2.7	0.0	2.5	2.3	5.0
> O=C(Cc1ccccc1)Nc1ccccc1C(=O)N1CCCCC1
→ 35.9	0.5	-0.4	-3.2	-4.5	·	-6.5	10.7	-2.6
> CC(C)c1ccc(Cc2nnc(NCCCO)[nH]c2=O)cc1
→ 1.8	-1.6	-8.8	-2.2	1.6	0.0	8.1	-1.3	2.6
> O=C(C[n+]1cccc(/C=N/O)c1)N(Cc1ccccc1)Cc1ccccc1
→ 54.9	0.5	1.8	-2.1	-9.0	0.0	-15.8	2.0	0.9
> O=C(c1cc(COc2ccc(F)cc2Cl)on1)N1CCC(c2ccncc2)CC1
→ 15.2	-1.8	-0.7	-3.3	3.4	4.0	1.8	2.0	2.6
> CCCCN(Cc1cccs1)S(=O)(=O)c1csc(C(N)=O)c1
→ -6.5	-2.0	-1.1	1.2	11.6	0.0	-11.7	3.8	-0.5
> O=C(C1=C[C@H](c2ccccc2)C[C@H](OCc2ccc(CO)cc2)O1)N1CCOCC1
→ 2.7	0.2	-11.3	3.2	11.4	·	·	-0.7	1.7
> O=C(CSc1nc(-c2ccccc2)c(-c2ccccc2)[nH]1)Nc1ccc2c(c1)OCO2
→ 1.4	2.3	2.2	7.9	-0.5	0.0	8.5	-1.6	1.0
> CC(=O)N1CCN(c2ccc(NC(=O)c3ccc(OCc4ccccc4)cc3)cc2)CC1
→ 4.9	-2.4	-0.8	-0.8	6.4	0.0	-8.5	0.9	1.9
> CCOc1cc(C(C#N)N2CCOCC2)ccc1OC (stereo not given)
→ -14.4	0.0	-5.1	2.4	6.2	0.0	29.8	14.0	2.3
> O=C(NCC1COc2ccccc2O1)c1ccc(NC(=O)C(c2ccccc2)c2ccccc2)cc1 (stereo not given)
→ -4.4	8.3	13.9	6.2	-2.3	3.0	-5.6	3.7	6.0
> COc1ccc(CN2CCCCCC2)cc1Br
→ -7.7	-0.2	8.2	-1.9	-3.5	1.0	7.3	0.4	-0.2
> O=C(N/N=C/c1ccc([N+](=O)[O-])o1)c1ccncc1
→ -3.4	6.2	-2.2	-7.1	-7.4	2.0	18.6	-3.7	1.0
> CN1CCN(S(=O)(=O)c2cccc(C(=O)NC3CCCC3)c2)CC1
→ 0.8	0.2	-2.2	-1.1	9.3	3.0	10.5	1.7	-1.2
> CN(C)c1nc2c(c(=O)n(C)c(=O)n2C)n1CC(=O)c1cccs1
→ -30.1	0.3	-3.9	-3.6	-2.8	3.0	1.3	-0.1	1.4
> COc1ccc(NC2SC(=O)N(C)C2=O)cc1 (stereo not given)
→ -8.9	0.1	-1.4	-2.7	-8.2	1.0	5.6	0.6	2.0
> Cc1nn(-c2ccc(C(=O)O)cc2)c(C)c1Oc1ccccc1O
→ -31.8	-1.1	-8.6	-2.7	8.5	1.0	7.9	4.5	1.5
> Cc1ccc(C(=O)NN2CCOCC2)cc1[N+](=O)[O-]
→ 0.8	-0.6	-0.3	1.2	1.6	0.0	-6.2	3.5	3.8
> CCn1c(SCC(=O)N(Cc2ccccc2)C2CCS(=O)(=O)C2)nc2ccccc2c1=O (stereo not given)
→ -0.2	2.8	7.3	3.4	6.5	8.0	4.2	4.5	0.8
> CCC(=O)c1ccc(OCC(=O)Nc2ccccc2N2CCCCC2)cc1
→ 2.4	-2.2	-1.2	-4.0	9.2	5.0	4.2	2.5	4.5
> Cc1nn(-c2ccccc2)c(N)c1N=Nc1ccccc1
→ -29.3	2.0	-10.6	-0.2	-5.3	1.0	12.0	-5.6	7.2
> COC(=O)C(C(=O)OC)C(C[N+](=O)[O-])c1ccc(O)c(OC)c1 (stereo not given)
→ 10.7	1.0	-6.9	-0.2	-6.6	0.0	0.6	-3.0	-1.7
> COc1ccc(CN(C(=O)c2cc3ccccc3oc2=O)C2CCCC2)cc1
→ 29.4	4.0	3.4	2.0	10.1	0.0	-2.3	-5.1	0.1
> CC(C)c1nnc(NC(=O)CCC(=O)NC2CCCCCC2)s1
→ -3.3	-0.6	2.5	-0.6	-0.8	2.0	8.7	1.4	-0.3

# Bioassay records from PubChem BioAssay.
